Screens (PubChem BioAssay)
NR2F2 inh = NR2F2 (human) inhibition, primary screen | HEK293T NGFI-A luciferase reporter, luminescence | 370,000 tested, 0.7% active | P24468 | inhibition, % at 8.6 µM;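 active means inhibition above a per-plate cutoff, mean inhibition of test wells between control levels plus 3 SD, cut at about 38% in these data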;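 further: cells cotransfected with COUP-TFII expression vector driving the NGFI-A reporter; 0% = median of COUP-TF2 test wells and 100% = reporter-only cells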
Target sequence (P24468 whole entry, looked up): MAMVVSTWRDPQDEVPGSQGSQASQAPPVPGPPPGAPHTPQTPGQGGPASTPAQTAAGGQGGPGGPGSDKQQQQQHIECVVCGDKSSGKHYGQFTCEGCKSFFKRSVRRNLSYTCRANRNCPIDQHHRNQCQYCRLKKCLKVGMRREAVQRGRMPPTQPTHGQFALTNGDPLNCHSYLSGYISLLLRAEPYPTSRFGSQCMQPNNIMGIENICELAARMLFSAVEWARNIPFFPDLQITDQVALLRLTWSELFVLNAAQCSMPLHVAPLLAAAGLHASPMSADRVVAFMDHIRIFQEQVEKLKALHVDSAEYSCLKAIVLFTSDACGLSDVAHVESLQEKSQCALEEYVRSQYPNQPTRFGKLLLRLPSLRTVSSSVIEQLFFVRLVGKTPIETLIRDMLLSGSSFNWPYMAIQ
NCOA2 inhibitor = inhibits human steroid receptor coactivator 2 | Q15596 | HEK293 GAL4-SRC2 luciferase reporter, luminescence | inhibition, % at 9 µM | 370,000 tested, 0.17% active | AID 651957;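 active means inhibition above the mean inhibition of all tested compounds plus 3 SD, set per campaign, cut at about 52% in these data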;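 further: 0% = DMSO treated cells and 100% = cells given Gossypol at 36 µM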
Numbers without * were called inactive.

SMILES	NR2F2 inh	NCOA2 inhibitor
COc1ccc(-c2cc(C(=O)NN=C/C(C)=C/c3ccccc3)[nH]n2)cc1	-39	-23
Brc1cccc(Cn2ccc3ccc(-c4ccc5ccn(Cc6cccc(Br)c6)c5c4)cc32)c1	-5	-19
CCCCNC(=O)C[C@H]1C[C@@]2(C(=O)OC)C(=C[C@H](C3CCCC3)O[C@@H]2C)N(Cc2ccccc2)C1=O	-1	17
CN1[C@H](Cc2ccccc2)COc2cccc(N3CCCC3)c2S1(=O)=O	8	-13
COC(=O)C1=C(C)N(Cc2ccccc2C(F)(F)F)C(=NCc2ccc(OC)cc2)NC1c1ccc(C(F)(F)F)cc1 (stereo unspecified)	-2	-13
COC(=O)[C@]12C=CCN1[C@H](c1ccc(Cl)cc1)c1c(c3ccccc3n1S(=O)(=O)c1ccc(C)cc1)C2	7	-5
CCOC(=O)[C@]12CCCCC/C=C\1N(Cc1ccc(OC)cc1)C(=O)[C@H]2CC(=O)NCCCN1CCCC1=O	2	7
COC(=O)[C@]12C[C@H](CC(=O)NCC3CCCCC3)C(=O)N(Cc3cccc4ccccc34)C1=C[C@H](COCc1ccccc1)O[C@@H]2C	4	-22
C#CCNC(=O)C[C@H]1C[C@@]2(C(=O)OC)C(=C[C@H](C3CCCC3)O[C@@H]2C)N(CCCCCCCC)C1=O	12	-5
COC(=O)[C@]12C[C@H](CC(=O)N3CCN(C(=O)c4ccco4)CC3)C(=O)N(CCc3ccc(OC)c(OC)c3)C1=C[C@H](COCc1ccccc1)O[C@@H]2C	8	-1
C[C@@H]1COc2cc(N3CCSCC3)ccc2S(=O)(=O)N1C	6	15
COc1ccc2c(c1)CNC2CS(=O)(=O)NCc1ccccc1 (stereo unspecified)	13	18
CC(=O)Nc1ccc(S(=O)(=O)N2CCN(C(=O)C(=O)c3cccc(C(F)(F)F)c3)CC2)cc1	-25	-7
COC(=O)C1CN(Cc2cn(Cc3ccc(OC)cc3)nn2)CCS(=O)(=O)N1Cc1ccccc1 (stereo unspecified)	6	7
COC(=O)c1cc2c(c3c4cc(F)ccc4n(S(=O)(=O)c4ccc(C)cc4)c13)C(=O)N(Cc1ccc(C(F)(F)F)cc1)C2	-12	-9
COC(=O)C1=C(C)N(Cc2ccc(C(F)(F)F)cc2)C(=NCc2ccccc2)NC1c1ccc(Cl)cc1 (stereo unspecified)	-12	-13
COc1cccc(CNC(=O)[C@H]2CCCN2C(=O)[C@H]2CCCN2C(=O)c2c(F)cccc2F)c1	2	5
Cc1ccc(C2=CCN(C)C(=O)N2c2ccccc2)cc1	2	16
O=C(CC(=O)N/N=C/c1c(F)cccc1Cl)NCc1ccccc1	-18	8
COc1cccc(-c2nnc3sc(-c4ccc(Br)o4)nn23)c1	3	-48
Cc1cc(-c2n[nH]c(=S)o2)c(C)n1-c1ccccc1	-30	-63
O=S(=O)(c1ccccc1)N1CCCc2nc(-c3ccccc3)ccc21	15	16
COc1ccc(N2CCN(CCCNC(=O)COc3ccc(F)cc3)CC2)cc1	13	-3
COC(=O)[C@H]1C[C@@]2(Oc3ccc(Br)cc3)c3ccccc3N(C(=O)OC(C)(C)C)[C@H]2N1C(=O)OC(C)(C)C	0	5
C[C@H](O)[C@@H]1C(=O)N2CCc3c([nH]c4c(-c5ccc6c(c5)OCO6)cccc34)[C@@H]2C[C@@H]1N(C)C(=O)c1ccco1	0	1
Nc1nc2cc3c(cc2cc1C(=O)NCCc1c[nH]c2ccccc12)OCO3	66*	14
COC(=O)Cc1c(C)c2ccc(OCC(=O)c3ccc(OC)c(OC)c3)cc2oc1=O	2	-67
CCOc1ccc(C=NNC(=O)c2cc(-c3ccc(Cl)cc3)n[nH]2)cc1	-28	4
COc1ccccc1C=NNC(=O)CSc1nc2ccccc2n1Cc1ccc(Cl)cc1	11	-4
COc1ccc(S[C@]2(C(=O)N3CCN(C(C)=O)CC3)CC(=O)N(C(=O)c3ccccc3)[C@@H]2c2ccc(OC)cc2)cc1	18	11
O=S1(=O)N[C@@H](Cc2ccccc2)COc2cccc(NCCCN3CCOCC3)c21	20	10
COc1ccc(CN(C)CC(=O)Nc2ccc(Cl)cc2F)c(OC)c1	-20	3
Cc1ccc(NC(=O)OCCCN2C(=O)CCC23CCC(C)CC3)cc1 (stereo unspecified)	-4	4
CN1CCCCC(NC(=O)c2c(F)cccc2F)C1=O (stereo unspecified)	-15	17
COc1ccc(N2C(=O)CCC(C(=O)N(C)C3CCCCC3)C2c2ccc(OC)c(OC)c2)cc1 (stereo unspecified)	-28	7
CN[C@H]1C[C@H]2c3[nH]c4c(-c5cccc(C)c5)cccc4c3CCN2C[C@H]1[C@H](C)O	-17	14
C[C@H](CO)N1C[C@H](C)[C@@H](CN(C)S(=O)(=O)c2ccc(F)cc2)Oc2cc(Br)ccc2S1(=O)=O	-7	5
CCOC(=O)[C@@]12CCC3=C1N(CCC3)C(=O)[C@H](CC(=O)N1CCCCC1)C2	14	10
COC(=O)[C@]12C[C@H](CC(=O)NCc3ccc(OC)c(OC)c3)C(=O)N(CCc3ccc(OC)c(OC)c3)C1=C[C@H](C1CCCC1)O[C@@H]2C	-14	-8
CC(C)(C)S(=O)(=O)N1Cc2cc(CO)ccc2[C@H]1CCO	12	-12
O=C(CC1Nc2c3ccccc3nc(=S)n2C1=O)NC1CCCCC1 (stereo unspecified)	12	3
COc1ccc(CCC[C@@H](CCC(=O)N(c2ccccc2)c2ccccc2)CCc2ccccc2)cc1	1	5
COc1ccc(NC(=O)CSc2nnc(-c3cccs3)o2)cc1Cl	-8	-15
COC(=O)C1CN(Cc2ccc(OC)cc2)CCS(=O)(=O)N1Cc1ccc(C(F)(F)F)cc1 (stereo unspecified)	27	3
COC(=O)[C@@]12CCCCC3=C1N(CCC3)C(=O)[C@H]2CC(=O)N1CCCCC1	-1	0

Given with the structure last: entries from further up
NR2F2 inh,NCOA2 inhibitor,canonical_smiles
14,10,CCOC(=O)[C@@]12CCC3=C1N(CCC3)C(=O)[C@H](CC(=O)N1CCCCC1)C2
-14,-8,COC(=O)[C@]12C[C@H](CC(=O)NCc3ccc(OC)c(OC)c3)C(=O)N(CCc3ccc(OC)c(OC)c3)C1=C[C@H](C1CCCC1)O[C@@H]2C
12,-12,CC(C)(C)S(=O)(=O)N1Cc2cc(CO)ccc2[C@H]1CCO

(more compounds)
SMILES	NR2F2 inh	NCOA2 inhibitor
CCCCCCC12C(=Cc3cc4c(cc31)OCCO4)c1cc(OC)c(OC)cc1C(CC(=O)OC)N2C(=O)OC (stereo unspecified)	4	9
CCOC(=O)C1(Cc2ccccc2)CCN(Cc2ccc(C(F)(F)F)cc2)CC1	-5	-8
COC(=O)[C@]12C[C@H](CC(=O)NCc3cccs3)C(=O)N(CCC3=CCCCC3)C1=C[C@H](C1CCCC1)O[C@@H]2C	-7	5
Cc1cccc(N/C(N)=N/c2nc(CSc3ccc(Cl)cc3)cc(=O)[nH]2)c1	10	-1
CC(=O)OCCN1CCCC12CCC(c1ccccc1)CC2 (stereo unspecified)	-6	-15
CCN1C(=O)/C(=C\c2ccc(-c3cccc(C(=O)OC)c3)o2)SC1=Nc1ccc(C(=O)O)cc1	3	22
CCOC(=O)C1=CCN(S(=O)(=O)c2ccc(Br)cc2)C1c1cccc(F)c1 (stereo unspecified)	-5	20
C[C@@]12C[C@@H]3C(=O)N(Cc4ccccc4)CC(=O)N3[C@@H]1N(S(=O)(=O)c1ccccc1)c1ccccc12	-2	22
CC(C)(C)S(=O)N1C[C@@H]2CC(=O)C(CCO)=C2[C@H]1CCO (stereo partly specified)	8	-15
CCN(CC)C(=O)c1oc(=O)c2ccccc2c1-c1ccc(C)cc1	7	14
COC(=O)[C@]12C[C@H](CC(=O)NCc3ccccc3)C(=O)N(Cc3ccccc3)C1=C[C@H](C(C)(C)C)O[C@@H]2C	1	-4
CC(=O)NC(Cc1ccc2c(c1)OCO2)C(=O)N1CCCN(C(C)=O)CC1 (stereo unspecified)	0	1
C[C@@H]1C=CCCO[C@]12C(=O)N(Cc1ccccc1C(F)(F)F)c1ccccc12	2	14
Cc1ccc(-n2c(Cc3cccs3)nnc2SCc2ccc(C#N)cc2)cc1	2	-1
COc1ccc(C(=O)CSc2nnc(-c3cccnc3)n2-c2ccccc2)cc1	3	-2

Full records as entered above. Order of values: NR2F2 inh | NCOA2 inhibitor
Record of `C[C@@H]1C=CCCO[C@]12C(=O)N(Cc1ccccc1C(F)(F)F)c1ccccc12` → 2 | 14
Record of `COC(=O)[C@]12C[C@H](CC(=O)NCc3cccs3)C(=O)N(CCC3=CCCCC3)C1=C[C@H](C1CCCC1)O[C@@H]2C` → -7 | 5
Record of `CCOC(=O)C1=CCN(S(=O)(=O)c2ccc(Br)cc2)C1c1cccc(F)c1` (stereo unspecified) → -5 | 20
Record of `CCN1C(=O)/C(=C\c2ccc(-c3cccc(C(=O)OC)c3)o2)SC1=Nc1ccc(C(=O)O)cc1` → 3 | 22
Record of `CC(=O)NC(Cc1ccc2c(c1)OCO2)C(=O)N1CCCN(C(C)=O)CC1` (stereo unspecified) → 0 | 1

(further entries)
SMILES	NR2F2 inh	NCOA2 inhibitor
O=C(N[C@H](C(=O)N1CCC[C@H]1C(=O)NCCc1ccccc1Cl)c1ccccc1)C1CCCC1	0	6
C[C@@H]1OC(C2CCCCC2)N(C)[C@H]2C[C@H]3c4cc(-c5ccc6c(c5)OCO6)ccc4CCN3C[C@@H]12 (stereo partly specified)	-12	6
O=C(NCCc1ccccc1)c1ccc(-c2ccccc2C(F)(F)F)o1	-2	-13
COC(=O)[C@]12C[C@H](CC(=O)N3CCC(c4ccccc4)CC3)C(=O)N(Cc3ccco3)C1=C[C@H](COCc1ccccc1)O[C@@H]2C	27	-27
Cc1ccc(Cn2cc(CN(C3CC3)S(=O)(=O)c3ccccc3Br)nn2)cc1	-4	3
CCOC(=O)CNC(=O)N(C)[C@H]1C[C@H]2c3[nH]c4c(-c5ccc6c(c5)OCO6)cccc4c3CCN2C(=O)[C@H]1[C@H](C)O	5	2
Cc1ccc(CSc2nnc(-c3cc(-c4ccc(C)cc4)n[nH]3)n2N)cc1	-9	20
CCOC(=O)[C@@]12CCCC=C1N(CCc1ccc(Cl)cc1)C(=O)[C@H]2CC(=O)NCc1cccc(C(F)(F)F)c1	6	18
COC(=O)c1cc2c(c3c4ccccc4n(S(=O)(=O)c4ccc(OC)cc4)c13)C(=O)N(C)C2	9	10
COc1ccc(-n2c(SCc3cccc4ccccc34)nnc2-c2ccccc2)cc1	25	8
Nn1c(SCc2ccc([N+](=O)[O-])cc2)nnc1-c1cc(-c2ccccc2)n[nH]1	-9	-3
N#C/C(=C\c1cccs1)C(=O)c1ccccc1Cl	4	-15
CC(=O)C1(C(=O)N2CCOCC2)CC(c2ccccc2C(F)(F)F)=NO1 (stereo unspecified)	8	-3
COc1ccc(NS(=O)(=O)c2ccc(NN=Cc3ccc(C(=O)O)cc3)c([N+](=O)[O-])c2)cc1	17	9
CCOC(=O)CC(N)c1ccc2c(c1)OCO2 (stereo unspecified)	3	9

NR2F2 inh: hit marks shown above.
SMILES	NR2F2 inh	NCOA2 inhibitor
Nc1nc2cc3c(cc2cc1C(=O)NCCc1c[nH]c2ccccc12)OCO3	66*	14

(more compounds)
SMILES	NR2F2 inh	NCOA2 inhibitor
Cc1cc(N2CCNC[C@@H]2C)ccc1N1CCN(Cc2ccccc2)[C@@H](C)C1	16	-11
Cc1nn(-c2ccccc2)c2sc(C(=O)NCCc3ccccc3)cc12	-18	0
CCN(CC)C(=O)CC[C@H]1CC[C@]2(CCCN(S(C)(=O)=O)C2)O1	2	-18
O=C(NCc1ccccc1)OCCN1C(=O)CCC12CCC(c1ccc(Cl)cc1)CC2 (stereo unspecified)	7	32
Cc1cccc(C(=O)Nc2c(-c3ccccc3)nc3ncccn23)c1	-2	10
Cc1nn(-c2ccccc2)c2sc(C(=O)N3CCC4(CC3)OCCO4)cc12	-10	27
COC(=O)C1=C(C)N(Cc2cccc(C(F)(F)F)c2)C(=NCc2cc(OC)c(OC)c(OC)c2)NC1c1cccc(F)c1 (stereo unspecified)	1	10
COC(=O)c1ccccc1NC(=O)CC(NCc1ccccc1)C(=O)O (stereo unspecified)	16	-20
CCCCOCCCNC(=O)C[C@H]1C[C@@]2(C(=O)OC)C(=C[C@H](C3CCCC3)O[C@@H]2C)N(Cc2ccc(Cl)cc2Cl)C1=O	15	6
O=C(NCCc1c[nH]c2ccccc12)OCc1cn(-c2cccc(Cl)c2)nn1	-1	-19
O=C(CSc1nnc(COc2ccccc2)n1-c1ccccc1)Nc1ccc(S(=O)(=O)Nc2nccs2)cc1	-12	-2
Clc1ccc(-c2nnc(SCc3cccc4ccccc34)n2Cc2ccco2)cc1	5	25
COC(=O)N1C[C@H](OC(=O)c2ccc(-c3ccccc3)cc2)[C@H]2C[C@@H]1c1ccccc1O2	-4	17
c1ccc(CSc2ncccc2-c2nc3ccccc3[nH]2)cc1	-4	6
Cc1cc(NS(=O)(=O)c2ccc(NC(=O)CSc3nnc(-c4ccccn4)n3-c3ccccc3)cc2)nc(C)n1	-10	-8
C[C@@H]1CNCCN1c1ccc(N2CCN(Cc3ccccc3)[C@@H](C)C2)c(C#N)c1	26	36
CCCCOCC1CN(CCCC)S(=O)(=O)c2c(cccc2Sc2ccc(SC)cc2)O1 (stereo unspecified)	7	-40
C/C(C=NNC(=O)CSc1nnc(-c2ccc(Cl)cc2)n1-c1ccc(C)cc1)=C\c1ccccc1	-7	-31
Cc1ccc(CN2CCCCC(NC(=O)c3cccc(F)c3)C2=O)cc1 (stereo unspecified)	-46	12
COc1ccc(CC(=O)Nc2ccccc2Oc2ccccc2)cc1	12	-23
CC(C)c1[nH]nc2c1C(c1cccc(C(F)(F)F)c1)N(Cc1ccccc1)C2=O (stereo unspecified)	22	0
C[C@@H]1CN(c2ccc(N3CCN(C(=O)OC(C)(C)C)C[C@H]3C)cc2C#N)CCN1Cc1ccccc1	25	19
CCCCN1CCN(C(=O)c2cn(C(C)c3ccccc3)nn2)CC1 (stereo unspecified)	-19	-14

Some of the compounds tested; count on the stated rates, not on these rows.
